# aGal spleen mod = alpha-galactosidase A (human) modulation; P06280; human spleen homogenate, 4MU-alpha-Gal fluorescence, 40 min; Potency, µM (doses to about 80 µM), inactives show at the highest dose activity change, negative = inhibition, usual class: inhibitors; 0.008% of 240,000 active; AID 2107;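 further: potency means the concentration at half of the fitted maximal effect; 0% = enzyme with vehicle and -100% = no enzyme basal signal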
# Target sequence (P06280 32-429 limits assumed): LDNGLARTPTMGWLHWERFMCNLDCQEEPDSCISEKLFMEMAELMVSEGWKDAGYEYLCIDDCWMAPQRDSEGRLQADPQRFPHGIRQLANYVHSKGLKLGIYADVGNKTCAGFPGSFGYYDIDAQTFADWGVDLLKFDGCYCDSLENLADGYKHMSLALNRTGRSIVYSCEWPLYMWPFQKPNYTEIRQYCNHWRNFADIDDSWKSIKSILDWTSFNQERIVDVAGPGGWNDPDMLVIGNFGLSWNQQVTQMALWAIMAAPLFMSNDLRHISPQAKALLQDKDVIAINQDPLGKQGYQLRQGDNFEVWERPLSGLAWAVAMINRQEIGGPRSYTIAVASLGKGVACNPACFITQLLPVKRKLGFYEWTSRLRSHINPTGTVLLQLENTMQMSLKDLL
#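 Spleen homogenate 1 ug + cpd (titration) + 4-MU-alpha-D-galactopyranoside 1 mM; 37C 40 min; 50 mM citrate/phosphate pH 5.0, 0.01% Tween-20; stop pH 10; fluorescence 365/440; AC50 via Hill.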
# CBFb RUNX1 block = CBF-beta/RUNX1 interaction disruption; AlphaScreen CBFb-His/RUNX1-biotin binding, biochemical; Potency, µM (titrated, usually from 59.8 µM), inactives show at the top dose activity, negative = inhibition, usual class: inhibitors; Q01196+Q13951; 230,000 tested, under 10 active; further: % of control where 0% means no effect
#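 Proteins preincubated together for 20 min at RT before compound addition; 15 min later, nickel and streptavidin beads were added and left 90 min prior to AlphaScreen measurement.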
# TRb-SRC2 inh = disrupts binding of human TR beta to SRC2; P10828; TRbeta-SRC2 peptide binding, fluorescence polarization; receptor liganded with 1 µM T3; Potency, µM (doses to about 106 µM), for the others: at the top dose activity change, negative = inhibition, actives largely listed as inhibitors; 0.065% of 280,000 active;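 further: potency means the concentration at half of the fitted maximal effect; plate controls were bound peptide for no effect and peptide without receptor for full effect; nearly all actives have a fitted effect of over 50% in size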
#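 Each compound concentration gave % activity, normalized to unbound and bound Texas Red SRC2 controls, from polarization read after 5 hr ambient incubation with T3-loaded human TRb LBD.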
# NPSR antag = antagonists of human neuropeptide S receptor cAMP signaling; Q6W5P4; CHO-NPSR cells, cAMP TR-FRET, antagonist mode; Potency, µM (titrated, usually from 38.3 µM), without a hit: at the highest dose activity change, negative = inhibition, usual class: inhibitors; 1% of 220,000 active; AID 1461; further: potency means the concentration at half of the fitted maximal effect; on the % scale 0 is the no-effect control and ±100 the full control effect; nearly all actives have a fitted effect of over 50% in size; many of its hits are not listed in these tables
# Target sequence (Q6W5P4 whole entry, looked up): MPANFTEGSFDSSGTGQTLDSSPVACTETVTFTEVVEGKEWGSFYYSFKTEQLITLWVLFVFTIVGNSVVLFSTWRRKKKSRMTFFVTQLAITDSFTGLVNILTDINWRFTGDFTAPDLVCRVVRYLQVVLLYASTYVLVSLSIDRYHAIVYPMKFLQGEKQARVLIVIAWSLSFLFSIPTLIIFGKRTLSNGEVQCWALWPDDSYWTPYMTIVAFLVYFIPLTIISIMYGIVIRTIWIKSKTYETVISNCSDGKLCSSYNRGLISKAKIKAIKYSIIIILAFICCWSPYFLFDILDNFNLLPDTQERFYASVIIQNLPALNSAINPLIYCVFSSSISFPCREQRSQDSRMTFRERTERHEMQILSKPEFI
# Tau fluor counter = counter-screen for tau fibril formation inhibitors. 0.93% of 280,000 active. Potency, µM (titrated, usually from 57.7 µM), without a hit: top-dose activity change, negative = decrease. AID 1463. tau K18 P301L (four-repeat tau fragment) Alexa594 fluorescence, heparin fibrillization; further: potency means the concentration at half of the fitted maximal effect; on the % scale 0 is the no-effect control and ±100 the full control effect; nearly all actives have a fitted effect of over 55% in size
#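 Human K18 P301L tau (15 uM unlabeled plus 0.24 uM Alexa 594-labeled, final) in 100 mM sodium acetate pH 7 was mixed with compound and 20 uM heparin and incubated 6 hr at 37 C.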
# Tau FP inhib = inhibitors of human tau fibril formation; AID 1468; P10636; Potency, µM (highest dose often 57.7 µM), for inactives: top-dose activity, negative = inhibition, most hits filed as inhibitors; K18 P301L tau heparin fibrillization, Alexa594 FP, 6 h; 0.39% of 280,000 active; further: potency means the concentration at half of the fitted maximal effect; on the % scale 0 is the no-effect control and ±100 the full control effect; nearly all actives have a fitted effect of over 55% in size
# Target sequence (P10636 561-689 P618L limits assumed): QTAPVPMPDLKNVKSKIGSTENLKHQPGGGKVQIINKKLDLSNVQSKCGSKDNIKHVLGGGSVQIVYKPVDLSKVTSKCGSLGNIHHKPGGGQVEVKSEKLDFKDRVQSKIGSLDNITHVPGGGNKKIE
#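 K18 P301L tau (15 uM unlabeled/0.24 uM Alexa 594-labeled, final) + compound + heparin 20 uM final; 100 mM NaOAc pH 7; 6 hr 37 C; ThT 30 uM final added, 1 hr RT; FP ex 555/em 632 nm.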
# Epigenetic reg = derepresses silenced GFP reporter in murine cells; murine LDR cells, GFP reporter derepression, 30 h; Potency, µM (doses to about 53.9 µM), without a hit: at the highest dose GFP activation, hits mostly activators; 0.2% of 280,000 active; further: potency means the concentration at half of the fitted maximal effect; % of control where 0% means no effect; nearly all actives have a fitted effect of over 60% in size
#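 Murine LDR cells bearing a silenced CMV-driven GFP reporter were exposed to compound for 30 h at 37 C. After PBS washes, GFP-positive cells (20-120 um objects) counted by laser-scanning microplate cytometry.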
# TexasRed fluor = alters Texas Red total fluorescence, flagging assay interference; TRb/SRC2 Texas Red total fluorescence interference; Potency, µM (titrated, usually from 106 µM), inactives show at the highest dose fluorescence change, negative = quenching; 0.29% of 280,000 active; AID 1479; active means well fitted curve in either direction with a large enough effect; inconclusive means small, poorly fitted or top-dose-only effect; further: potency means the concentration at half of the fitted maximal effect; on the % scale 0 is the no-effect control and ±100 the full control effect
#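 Human TRβ ligand-binding domain (0.6 uM) and Texas Red SRC2 peptide (20 nM) in Tris buffer with 1 uM T3 and 5% DMSO were incubated with pinned compound for 5 hr at ambient temperature. Total fluorescence was computed as S + 2P (555/632 nm).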
# Starred values were filed as active, the others as inactive; u = inconclusive; x = not tested or not shown; & = joins results of further samples; [ ] = another dose, or the depositor's remark. Unless noted, the call rests on the fitted dose curve; in most records, active means well fitted curve in the direction sought with a large enough effect; inconclusive means small, poorly fitted or top-dose-only effect, or another doubt; inactive means no such curve, though single readings can be large; an effect the other way counts as inactive or inconclusive.
no.	compound	aGal spleen mod	CBFb RUNX1 block	TRb-SRC2 inh	NPSR antag
1	Cc1occc1C(=O)Nc1cccc(C(=O)NCc2ccccc2)c1	0.6%	2.2%	-0.5%	-12.8%[46.1 µM]
2	Cc1ccc(S(=O)(=O)N2c3ccccc3NC(=O)C2CC(=O)Nc2ccccc2)cc1 (stereo unspecified)	-2.0%	2.2%	2.9%	-23.1%[46.1 µM]
3	CC(=O)c1cccc(NC(=O)N2CCc3ccccc3C2)c1	-8.8%	4.9%	-2.8%	-4.9%[46.1 µM]
4	COc1ccc2nc(NC(=O)c3cc(=O)c4ccccc4o3)sc2c1	x	x	10.2%	x
5	COc1ccc(Cn2ccnc2SCC(=O)Nc2ccc3c(c2)OCCO3)cc1	x	x	1.7%	x
6	COc1ccc(OC)c(NC(=O)c2cc3c(Cl)nc4ccccc4c3s2)c1	6.2%	8.5%	-1.1%	-9.8%
7	O=C(CCc1nnc(C2CCCCC2)o1)NCc1cccc(-n2cccn2)c1	6.7%	-1.2%	-9.2%	-0.4%
8	Cc1ccc(NC(=O)c2cc3c(=O)n(Cc4ccco4)ccc3nc2C)cc1C	x	x	4.1%	x
9	COc1ccc(C(=O)NC(=O)NC2(C(Cl)(Cl)Cl)OCCO2)cc1	10.6%	1.1%	-9.4%	-11.7%
10	CN(C)CCN1C(=O)c2oc3ccc(Cl)cc3c(=O)c2C1c1cccc(Br)c1 (stereo unspecified)	8.5%	-1.7%	-21.4%	-2.9%[46.1 µM]
11	CCOC(=O)C1=C(C)NC(C)=C(C(=O)OCCNC(=O)c2cccnc2)C1c1cccc([N+](=O)[O-])c1 (stereo unspecified)	-6.6%	6.7%	4.6%	-13.8%
12	O=C(O)CCc1nnc(SCC(=O)Nc2cccc(C(F)(F)F)c2)[nH]c1=O	4.2%	-0.7%	-0.1%	12.9%

no.	Tau fluor counter	Tau FP inhib	Epigenetic reg	TexasRed fluor
1	-11.2%	-3.0%	0.0%	-1.9%
2	-6.8%	4.1%	-0.9%	2.3%
3	-6.9%	1.4%	-1.0%	-3.1%
4	-21.7%	-8.8%	-0.8%	8.5%
5	-8.0%	12.0%	0.0%	-3.1%
6	-18.5%	8.7%	0.9%	-3.3%
7	-7.8%	-9.2%	-1.7%	-6.2%
8	-22.2%	-2.9%	0.0%	1.8%
9	7.2%	5.1%	3.6%	-1.4%
10	-11.7%	5.0%	-1.1%	-1.9%
11	-20.0%	5.9%	-1.0%	-4.8%
12	2.5%	5.7%	1.1%	-2.0%

# Three compounds already listed, ordered by formula weight, largest number first.
no.	compound	aGal spleen mod	CBFb RUNX1 block	TRb-SRC2 inh	NPSR antag
6	COc1ccc(OC)c(NC(=O)c2cc3c(Cl)nc4ccccc4c3s2)c1	6.2%	8.5%	-1.1%	-9.8%
4	COc1ccc2nc(NC(=O)c3cc(=O)c4ccccc4o3)sc2c1	x	x	10.2%	x
3	CC(=O)c1cccc(NC(=O)N2CCc3ccccc3C2)c1	-8.8%	4.9%	-2.8%	-4.9%[46.1 µM]

no.	Tau fluor counter	Tau FP inhib	Epigenetic reg	TexasRed fluor
6	-18.5%	8.7%	0.9%	-3.3%
4	-21.7%	-8.8%	-0.8%	8.5%
3	-6.9%	1.4%	-1.0%	-3.1%

# Continuation.
no.	compound	aGal spleen mod	CBFb RUNX1 block	TRb-SRC2 inh	NPSR antag
13	CC(=O)c1cn(-c2ccc(Cl)cc2)c(=O)n(Cc2ccc(Br)cc2)c1=O	0.5%	11.2%	-2.3%	-41.6%
14	CCN(CC)CCn1cnc2c1c(=O)n(CCOC(=O)c1cc(OC)c(OC)c(OC)c1)c(=O)n2C	2.4%	3.1%	-4.5%	-20.0%[7.67 µM]
15	CCOC(=O)c1ccc(N2Cc3ccccc3C2=N)cc1	1.4%	-0.8%	-7.2%	-7.6%[46.1 µM]
16	Cc1nnc(SCc2nc3sc(C(=O)O)c(C)c3c(=O)[nH]2)s1	-12.7%	12.5%	-6.3%	-16.3%
17	c1ccc(CN2CCOCCOCCOCCOCCOCCOCC2)cc1	2.7%	7.5%	3.7%	-0.9%
18	CCc1cccc(C)c1Nc1c(-c2ccc(N3CCOCC3)cc2)nc2ncccn12	x	x	3.5%	x
19	CCn1cc(S(=O)(=O)Nc2ccc3c(c2)OCCO3)cn1	4.1%	-1.3%	0.4%	-7.9%
20	COc1ccc(-c2nnc3c4ccccc4c(C)nn23)cc1S(=O)(=O)N1CCN(CCO)CC1	3.6%	-3.1%	-5.2%	21.0%[46.1 µM]
21	COc1ccccc1N1CCN(C(=O)c2cc(-c3ccc4c(c3)OCO4)on2)CC1	-1.1%	1.2%	10.4%	u
22	CCOC(=O)C1CCCN(c2nc3ccccc3nc2C(C#N)C(=O)OC(C)C)C1 (stereo unspecified)	-8.6%	10.5%	-1.1%	u
23	O=C(CSc1nnc(-c2ccc3c(c2)OCO3)o1)Oc1ccccc1	x	x	6.5%	x
24	Cc1ccc(C)c(NC(=O)Cn2nc(C)c3ccccc3c2=O)c1	-4.8%	4.2%	-5.7%	-0.6%[46.1 µM]

no.	Tau fluor counter	Tau FP inhib	Epigenetic reg	TexasRed fluor
13	-4.4%	-1.0%	-2.7%	0.6%
14	-13.2%	-5.4%	-0.3%	-5.9%
15	-9.6%	6.1%	-1.6%	-6.3%
16	-1.6%	-0.8%	1.1%	-3.9%
17	-10.5%	4.4%	0.2%	1.1%
18	u	8.1%	13.3%	-2.6%
19	-13.5%	1.6%	2.3%	1.5%
20	-9.5%	-12.4%	1.2%	-0.8%
21	-9.1%	2.4%	-1.5%	1.7%
22	-13.5%	-3.6%	1.1%	-2.6%
23	-7.4%	-16.8%	-3.4%	-0.2%
24	0.0%	-1.8%	4.0%	-3.3%

# (listing goes on)
no.	compound	aGal spleen mod	CBFb RUNX1 block	TRb-SRC2 inh	NPSR antag
25	CCOC(=O)c1c(C)[nH]c(C)c1S(=O)(=O)NCC(=O)N1CCN(c2ccccc2OC)CC1	x	x	-8.0%	x
26	O=C(NCc1ccccc1Cl)C1CCCO1 (stereo unspecified)	-5.1%	20.9%	0.5%	11.8%
27	CC(C)NC(=O)c1cc2cc(Br)ccc2oc1=O	-5.6%	2.1%	-25.1%	25.3%[46.1 µM]
28	CC(C)CC(NC(=O)C1CCC(C)CC1)C(=O)Nc1cccnc1 (stereo unspecified)	-16.7%	5.9%	5.3%	-12.1%[46.1 µM]
29	COCCn1c(-c2cccs2)nc2nc3ccccc3nc21	u	4.3%	0.3%	-28.9%
30	CCOc1ccc(N(CC)S(=O)(=O)N2CCCC(C(=O)Nc3ccc(OC)c(Cl)c3)C2)cc1 (stereo unspecified)	x	x	8.3%	x
31	CC(=O)C1C(c2cn(-c3ccccc3)nc2-c2cccs2)NC(=O)NC1(O)C(F)(F)F (stereo unspecified)	9.3%	0.7%	9.6%	-9.5%[46.1 µM]
32	CCCCn1c(=O)c(C(=O)OCC)c(O)c2ccccc21	1.0%	3.2%	10.3%	-22.8%[46.1 µM]
33	Cc1ccccc1-c1ncc(CN2CCC(CO)(CCCc3ccccc3)CC2)cn1	3.7%	10.3%	-6.4%	28.8%
34	COc1ccc(C(=O)CSc2nc(C)cc(=O)[nH]2)cc1	-7.1%	-1.8%	-3.1%	-7.5%[46.1 µM]
35	O=C(Cc1ccc(F)cc1)OCn1nnc2ccccc2c1=O	-4.8%	13.4%	-8.1%	10.3%
36	COCCNC(=O)C1CCN(S(=O)(=O)c2ccc3c(c2)CCCN3C(C)=O)CC1	x	x	-2.7%	x

no.	Tau fluor counter	Tau FP inhib	Epigenetic reg	TexasRed fluor
25	-17.5%	-1.9%	-5.4%	-1.6%
26	3.8%	-2.4%	-0.6%	-0.9%
27	-15.6%	-6.6%	0.0%	0.8%
28	-4.3%	-5.4%	-1.1%	-5.0%
29	7.0%	-8.4%	-3.6%	-2.7%
30	u	-0.7%	-0.7%	-1.9%
31	-8.8%	-2.8%	-1.1%	-2.4%
32	-3.9%	2.9%	-3.8%	0.5%
33	-8.5%	-10.6%	1.3%	0.2%
34	0.8%	4.6%	0.0%	-4.4%
35	3.9%	-1.5%	0.1%	-3.5%
36	5.9%	8.3%	1.1%	-2.4%

# Some entries already given, limited to CBFb RUNX1 block and TRb-SRC2 inh:
No.	SMILES	CBFb RUNX1 block	TRb-SRC2 inh
27	CC(C)NC(=O)c1cc2cc(Br)ccc2oc1=O	2.1%	-25.1%
25	CCOC(=O)c1c(C)[nH]c(C)c1S(=O)(=O)NCC(=O)N1CCN(c2ccccc2OC)CC1	x	-8.0%

# (cont.)
no.	compound	aGal spleen mod	CBFb RUNX1 block	TRb-SRC2 inh	NPSR antag
37	Cc1cc(C)cc(C(=O)NCC(=O)OCC(=O)Nc2ccc(C)cc2Br)c1	6.5%	3.7%	-6.4%	-7.5%
38	COC(=O)CNC(=O)C(=O)OC	0.8%&-5.9%	17.6%&-1.5%	-3.4%&-8.7%	x
39	CC(=O)OC(C)=O	3.9%	4.2%[21.7 µM]	5.4%	x
40	CCC(Sc1nnnn1-c1ccccc1)C(=O)Nc1nc2ccccc2s1 (stereo unspecified)	-3.4%	-1.3%	3.0%	-17.4%[46.1 µM]
41	CC(=O)CC(c1ccccc1)S(=O)(=O)c1ccc(C)cc1 (stereo unspecified)	-9.7%	-6.8%	-11.4%	4.7%[46.1 µM]
42	CCN(CC)C(=O)C1(P(=O)(c2ccccc2)c2ccccc2)CCC1	6.3%	-0.9%	-5.9%	0.9%
43	Cc1nn(CC(=O)Nc2ccc3c(c2)nc2n3CCOC2)c(=O)c2ccccc12	0.1%	4.4%	-5.8%	-12.5%[46.1 µM]
44	O=C(Cc1nc2ccccc2[nH]1)N/N=C/c1ccccc1	10.2%	-5.3%	-2.0%	-5.1%[46.1 µM]

no.	Tau fluor counter	Tau FP inhib	Epigenetic reg	TexasRed fluor
37	-6.1%	4.5%	1.1%	4.6%
38	0.0%	0.1%	0.8%	1.7%&-0.5%
39	x	x	x	-3.3%
40	-27.4%	-4.1%	0.0%	-0.5%
41	-2.6%	-1.2%	7.6%	-1.7%
42	-6.8%	-5.1%	1.1%	0.5%
43	-6.3%	-1.9%	-4.0%	-2.3%
44	-2.7%	3.4%	0.0%	-3.3%

# High-throughput results from PubChem.

# This is a subset (hit frequency here may not be typical).
